CHRM5 PAM = potentiates acetylcholine response at human M5 receptor; P08912; activation, % at 3 µM; CHO-K1 hM5, Fluo-8 calcium, ACh EC20 PAM; 0% = ACh EC20, 100% = ACh EC100; 0.3% of 360,000 active;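 active = activation above the run cutoff, the mean activation of all test compounds plus 3 SD, cut at about 18% in these data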
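System: CHO-K1 cell line with stable human muscarinic M5 receptor expression | Also added: EC20 acetylcholine as agonist stimulus | Compound: One concentration, 3 µM final (nominal) | Timing: Fluo-8 loading 80 min at 37 °C plus 30 min room temperature | Measured by: Fluo-8 calcium dye fluorescence, kinetic read | Read-out basis: % activation, ACh-normalized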
CHRM4 agonist = CHRM4 agonism in calcium assay; P08173; CHO-K1 hM4/Gqi5, Fluo-8 calcium fluorescence; vehicle 0%, full acetylcholine response 100%; activation, % at 3 µM; 0.14% of 360,000 active;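 active = activation above the run mean over all test wells plus 3 SD, cut at about 32% in these data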;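 also: peak over basal fluorescence ratio per well then scaled between controls; 0% = DMSO wells and 100% = acetylcholine at EC100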
TAAR1 agonist = human TAAR1 agonism; CHO RD-HGA16 TAAR1, Fluo-8 calcium fluorescence; vehicle wells 0%, saturating PEA agonist 100%; activation, % at 3 µM; 0.99% of 360,000 active; AID 624467;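 active = activation above the mean activation of all test compounds in the run plus 3 SD, cut at about 38% in these data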
Target sequence (Q96RJ0 whole entry, looked up): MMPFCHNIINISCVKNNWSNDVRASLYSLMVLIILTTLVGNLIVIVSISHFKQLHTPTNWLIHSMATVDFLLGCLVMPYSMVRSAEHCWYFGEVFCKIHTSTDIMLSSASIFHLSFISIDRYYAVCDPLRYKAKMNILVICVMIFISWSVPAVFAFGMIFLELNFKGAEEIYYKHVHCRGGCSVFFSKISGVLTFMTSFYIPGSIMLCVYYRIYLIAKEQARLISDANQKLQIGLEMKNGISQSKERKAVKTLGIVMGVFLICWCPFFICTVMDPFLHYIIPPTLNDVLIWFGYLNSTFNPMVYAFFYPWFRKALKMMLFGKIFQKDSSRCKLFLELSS
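System: CHO-derived RD-HGA16 cells with stable Gα16 and human TAAR1. Times: 17-24 h plating, Fluo-8 75 min 37 °C, 30 min RT. Measured by: calcium-sensitive Fluo-8 signal, excitation 470-495, emission 515-575 nm. Read-out basis: % activation relative to PEA EC100 response. Control set: DMSO and PEA EC100. Repeats: no replicates (n 1).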
M1 antag = human CHRM1 antagonism. P11229. inhibition, % at 3 µM. AID 588852. CHO-K1 hM1, Fluo-8 calcium fluorescence, ACh EC80 antagonist. 1.3% of 360,000 active;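 active = percent inhibition above its own plate's cutoff, namely the mean of that plate's compound wells plus 3 SD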;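 also: peak over basal fluorescence ratio during 140 s after agonist addition; 0% = ACh EC80 plus DMSO and 100% = DMSO alone without agonist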
Target sequence (P11229 whole entry, looked up): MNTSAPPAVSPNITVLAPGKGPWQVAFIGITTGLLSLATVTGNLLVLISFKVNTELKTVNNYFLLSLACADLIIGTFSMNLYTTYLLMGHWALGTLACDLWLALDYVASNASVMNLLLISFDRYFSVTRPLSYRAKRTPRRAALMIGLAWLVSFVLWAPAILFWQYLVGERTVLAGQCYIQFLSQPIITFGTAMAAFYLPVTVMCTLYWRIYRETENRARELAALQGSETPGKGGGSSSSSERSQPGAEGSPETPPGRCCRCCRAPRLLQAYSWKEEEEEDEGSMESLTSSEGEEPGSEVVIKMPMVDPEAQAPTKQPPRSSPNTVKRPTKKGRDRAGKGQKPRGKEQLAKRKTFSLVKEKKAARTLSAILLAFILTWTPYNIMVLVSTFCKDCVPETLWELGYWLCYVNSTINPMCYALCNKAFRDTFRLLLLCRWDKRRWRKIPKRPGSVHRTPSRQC
M5 ag = agonists of human muscarinic M5 receptor (CHRM5); P08912; CHO-K1 hM5 cells, Fluo-8 calcium fluorescence; 0% DMSO wells, 100% maximal acetylcholine response; activation, % at 3 µM; 0.19% of 360,000 active; AID 624037;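 active = activation above the run's mean over test compounds plus 3 SD, cut at about 23% in these data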;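 also: signal is peak over basal fluorescence ratio across the kinetic read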
CHRM4 antagonist = CHRM4 antagonism in calcium assay. inhibition, % at 3 µM. AID 624125. P08173. CHO-hM4 cells, ACh EC80, Fluo-8 calcium fluorescence. 0.73% of 360,000 active;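 active = inhibition above its plate's cutoff, the mean inhibition of sample wells plus 3 SD, cut at about 27% in these data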;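 also: 0% = acetylcholine EC80 with DMSO and 100% = DMSO without agonist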
M1 PAM = human CHRM1 positive allosteric modulation. P11229. CHO-K1 hM1, Fluo-8 calcium fluorescence, ACh EC20; 0% = ACh EC20, 100% = maximal ACh. AID 588819. activation, % at 3 µM. 0.088% of 360,000 active; in the data active = activation above about 19%, passing the limit was not always enough
CHRM1 agonist = human M1 muscarinic receptor agonism. P11229. CHO-K1 hM1, Fluo-8 calcium fluorescence, agonist mode; 0% DMSO, 100% acetylcholine EC100. activation, % at 3 µM. 0.33% of 360,000 active. AID 588814;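 active = activation above the run's mean compound activation plus 3 SD, cut at about 16% in these data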;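 also: peak over basal fluorescence ratio within a 140 s kinetic read after compound addition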
M5 antag = blocks acetylcholine activation of human M5 receptor. P08912. CHO-hM5 cells, Fluo-8 calcium fluorescence, ACh EC80. inhibition, % at 3 µM. 0.59% of 360,000 active;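 active = inhibition above a per-plate cutoff, the mean of that plate's test compounds plus 3 SD, cut at about 27% in these data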;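 also: 0% = acetylcholine EC80 with DMSO and 100% = DMSO without agonist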
The depositor's hits bear a star.

Results for O=C(NCc1cccs1)c1csc([C@@H]2C[C@H](O)[C@@H](CO)O2)n1 ?
CHRM5 PAM: 2.4; CHRM4 agonist: 1.0; TAAR1 agonist: 2.1; M1 antag: -15.2; M5 ag: 0.2; CHRM4 antagonist: -7.6; M1 PAM: 10.6; CHRM1 agonist: -3.3; M5 antag: 2.5

How did Cc1ccc(SCC2=NNC(=O)C2)cc1 do in these assays?
CHRM5 PAM: 5.3; CHRM4 agonist: 0.1; TAAR1 agonist: 4.9; M1 antag: -6.2; M5 ag: -5.6; CHRM4 antagonist: 0.4; M1 PAM: 8.4; CHRM1 agonist: -4.6; M5 antag: -5.1

Results for C[C@H](CO)N1C[C@H](C)[C@@H](CN(C)S(=O)(=O)c2ccccc2)Oc2c(NS(=O)(=O)c3ccccc3)cccc2C1=O ?
CHRM5 PAM: -6.3; CHRM4 agonist: 4.1; TAAR1 agonist: 6.4; M1 antag: -1.2; M5 ag: 0.6; CHRM4 antagonist: -18.1; M1 PAM: 3.8; CHRM1 agonist: -4.8; M5 antag: 14.0

How did CCCCc1nc(S(=O)(=O)c2ccc(Cl)cc2)c(N2CCOCC2)o1 do in these assays?
CHRM5 PAM: -9.8; CHRM4 agonist: 0.2; TAAR1 agonist: 4.1; M1 antag: -2.2; M5 ag: -3.9; CHRM4 antagonist: -1.1; M1 PAM: 2.7; CHRM1 agonist: -2.3; M5 antag: 5.3

What do the screens show for `CCOc1ccc(-c2cc(C(=O)NCCCN3CCN(CC)CC3)c3ccccc3n2)cc1`?
CHRM5 PAM: 1.4; CHRM4 agonist: 6.0; TAAR1 agonist: 7.0; M1 antag: -4.2; M5 ag: -1.9; CHRM4 antagonist: -2.3; M1 PAM: 1.7; CHRM1 agonist: -11.8; M5 antag: -7.7

Results for CCOC(=O)C1(Cc2ccccc2)CCCN(S(=O)(=O)N(C)C)C1 (stereo unspecified) ?
CHRM5 PAM: -0.8; CHRM4 agonist: 3.5; TAAR1 agonist: 2.3; M1 antag: -8.8; M5 ag: 0.8; CHRM4 antagonist: -14.6; M1 PAM: 6.7; CHRM1 agonist: -6.0; M5 antag: 3.4

Results for COC(=O)c1ccc(CN(c2ccccc2OC)S(=O)(=O)c2cccs2)o1 ?
CHRM5 PAM: 2.6; CHRM4 agonist: 3.0; TAAR1 agonist: 5.4; M1 antag: -17.9; M5 ag: -7.3; CHRM4 antagonist: -20.6; M1 PAM: 4.1; CHRM1 agonist: -5.7; M5 antag: -3.2

What do the screens show for `Nc1cccc(-c2cccc3nncn23)c1`?
CHRM5 PAM: -1.6; CHRM4 agonist: 0.4; TAAR1 agonist: 2.3; M1 antag: -10.3; M5 ag: -0.4; CHRM4 antagonist: -15.2; M1 PAM: 3.6; CHRM1 agonist: -1.9; M5 antag: 3.6

How did COc1cc2cc(CN(CCCN3CCOCC3)Cc3nnnn3Cc3ccccc3)c(=O)[nH]c2cc1OC do in these assays?
CHRM5 PAM: 3.2; CHRM4 agonist: 0.2; TAAR1 agonist: 2.5; M1 antag: -9.3; M5 ag: -0.9; CHRM4 antagonist: -8.7; M1 PAM: 8.3; CHRM1 agonist: -6.1; M5 antag: 10.5

Results for Cc1cc(/C=N/NC(=O)c2cccs2)c(C)n1-c1ccccc1 ?
CHRM5 PAM: -6.3; CHRM4 agonist: 0.8; TAAR1 agonist: 12.9; M1 antag: -13.0; M5 ag: -10.0; CHRM4 antagonist: -1.5; M1 PAM: 10.3; CHRM1 agonist: -1.0; M5 antag: 2.5

How did CN(C(=O)c1coc(=O)c2ccccc12)c1ccc(F)cc1 do in these assays?
CHRM5 PAM: 0.0; CHRM4 agonist: 0.8; TAAR1 agonist: 2.0; M1 antag: -31.4; M5 ag: -2.0; CHRM4 antagonist: -4.9; M1 PAM: 7.0; CHRM1 agonist: -3.5; M5 antag: 1.8

How did O=C(NCC(O)c1ccccc1)c1ccc(Cl)c(S(=O)(=O)N2CCCC2)c1 (stereo unspecified) do in these assays?
CHRM5 PAM: -14.0; CHRM4 agonist: 12.1; M1 antag: -3.5; M5 ag: 3.6; CHRM4 antagonist: 3.3; M1 PAM: 4.8; CHRM1 agonist: 6.7; M5 antag: 19.0

Four neighbouring entries already listed, for reference:
Results for O=C(NCc1cccs1)c1csc([C@@H]2C[C@H](O)[C@@H](CO)O2)n1 ?
CHRM5 PAM: 2.4; CHRM4 agonist: 1.0; TAAR1 agonist: 2.1; M1 antag: -15.2; M5 ag: 0.2; CHRM4 antagonist: -7.6; M1 PAM: 10.6; CHRM1 agonist: -3.3; M5 antag: 2.5

How did Cc1ccc(SCC2=NNC(=O)C2)cc1 do in these assays?
CHRM5 PAM: 5.3; CHRM4 agonist: 0.1; TAAR1 agonist: 4.9; M1 antag: -6.2; M5 ag: -5.6; CHRM4 antagonist: 0.4; M1 PAM: 8.4; CHRM1 agonist: -4.6; M5 antag: -5.1

Results for C[C@H](CO)N1C[C@H](C)[C@@H](CN(C)S(=O)(=O)c2ccccc2)Oc2c(NS(=O)(=O)c3ccccc3)cccc2C1=O ?
CHRM5 PAM: -6.3; CHRM4 agonist: 4.1; TAAR1 agonist: 6.4; M1 antag: -1.2; M5 ag: 0.6; CHRM4 antagonist: -18.1; M1 PAM: 3.8; CHRM1 agonist: -4.8; M5 antag: 14.0

How did CCCCc1nc(S(=O)(=O)c2ccc(Cl)cc2)c(N2CCOCC2)o1 do in these assays?
CHRM5 PAM: -9.8; CHRM4 agonist: 0.2; TAAR1 agonist: 4.1; M1 antag: -2.2; M5 ag: -3.9; CHRM4 antagonist: -1.1; M1 PAM: 2.7; CHRM1 agonist: -2.3; M5 antag: 5.3

Remaining list, next part
Results for COC(=O)c1ccc(-n2c(C)cc(/C=N/Nc3nc(C)cc(=O)[nH]3)c2C)cc1 ?
CHRM5 PAM: 10.2; CHRM4 agonist: -0.5; TAAR1 agonist: 10.2; M1 antag: 0.2; M5 ag: 2.1; CHRM4 antagonist: 7.1; M1 PAM: -3.8; CHRM1 agonist: -5.6; M5 antag: 6.7

What do the screens show for `O=C(c1cc(-c2ccncc2)nc2ccc(Br)cc12)N1CCN(Cc2ccc3c(c2)OCO3)CC1`?
CHRM5 PAM: -19.8; CHRM4 agonist: 16.2; TAAR1 agonist: 14.9; M1 antag: 43.0*; M5 ag: 2.2; CHRM4 antagonist: 10.2; M1 PAM: -15.3; CHRM1 agonist: -3.6; M5 antag: 18.2

How did CCn1c(CC(=O)Nc2ccc(Cl)c(Cl)c2)nnc1SCc1ccc(Cl)cc1 do in these assays?
CHRM5 PAM: -1.9; CHRM4 agonist: 0.6; TAAR1 agonist: 5.2; M1 antag: -11.4; M5 ag: 0.3; CHRM4 antagonist: 6.6; M1 PAM: 8.6; CHRM1 agonist: -2.2; M5 antag: -2.5

Results for Cc1cc(Cl)ccc1NC(=O)C1CCCN1C(=O)c1cccs1 (stereo unspecified) ?
CHRM5 PAM: 2.4; CHRM4 agonist: 1.2; TAAR1 agonist: 1.8; M1 antag: -9.3; M5 ag: -3.6; CHRM4 antagonist: -3.5; M1 PAM: 9.9; CHRM1 agonist: -7.7; M5 antag: -1.6

How did CCCn1c(SCC(=O)Nc2nc3ccccc3s2)nc2c1c(=O)n(C)c(=O)n2C do in these assays?
CHRM5 PAM: -4.4; CHRM4 agonist: 1.0; TAAR1 agonist: 4.3; M1 antag: -4.5; M5 ag: -5.9; CHRM4 antagonist: -0.2; M1 PAM: 6.0; CHRM1 agonist: -4.7; M5 antag: -2.0

What do the screens show for `COc1cc2c(cc1OC)CN(c1ccc(F)cc1[N+](=O)[O-])CC2`?
CHRM5 PAM: -3.5; CHRM4 agonist: 1.8; TAAR1 agonist: -1.6; M1 antag: -1.9; M5 ag: -2.0; CHRM4 antagonist: -1.5; M1 PAM: 2.7; CHRM1 agonist: -6.0; M5 antag: 8.1

Results for CCc1nc2ccc(C(=O)NCCN3CCCC3)cn2c1N(C)Cc1ccc(OC)cc1 ?
CHRM5 PAM: -7.1; CHRM4 agonist: 0.8; TAAR1 agonist: 0.6; M1 antag: 45.3*; M5 ag: -3.2; CHRM4 antagonist: 55.9*; M1 PAM: -28.4; CHRM1 agonist: -10.2; M5 antag: -4.8

How did CCOC(=O)COc1cccc2c(=O)n(CC(N)=O)ccc12 do in these assays?
CHRM5 PAM: 5.5; CHRM4 agonist: 0.3; TAAR1 agonist: 0.4; M1 antag: -19.8; M5 ag: 1.4; CHRM4 antagonist: -7.1; M1 PAM: 2.7; CHRM1 agonist: -1.6; M5 antag: 0.8

How did Cc1ccccc1C(=O)O/N=C(\N)c1cccc([N+](=O)[O-])c1 do in these assays?
CHRM5 PAM: 4.6; CHRM4 agonist: 0.8; TAAR1 agonist: -1.9; M1 antag: -1.5; M5 ag: -4.6; CHRM4 antagonist: -8.3; M1 PAM: -1.5; CHRM1 agonist: -5.0; M5 antag: 2.5

Results for Cc1noc(C)c1COc1ccc(C(=O)NCc2cccs2)cc1 ?
CHRM5 PAM: 0.5; CHRM4 agonist: 5.0; TAAR1 agonist: 1.7; M1 antag: -19.9; M5 ag: 3.6; CHRM4 antagonist: -2.3; M1 PAM: 13.5; CHRM1 agonist: 1.8; M5 antag: 0.1

What do the screens show for `CN(c1ccc(S(=O)(=O)N2CCOCC2)cn1)C1CCCCC1`?
CHRM5 PAM: -6.0; CHRM4 agonist: 1.9; TAAR1 agonist: 6.0; M1 antag: -8.6; M5 ag: -2.6; CHRM4 antagonist: -4.7; M1 PAM: 2.6; CHRM1 agonist: -3.6; M5 antag: 9.3

What do the screens show for `Cc1cc2nc(CO)[nH]c2cc1C`?
CHRM5 PAM: 6.5; CHRM4 agonist: 1.1; TAAR1 agonist: 2.1; M1 antag: -4.4; M5 ag: -0.6; CHRM4 antagonist: -5.8; M1 PAM: 11.5; CHRM1 agonist: -2.0; M5 antag: -6.8

How did CNC1=C([N+](=O)[O-])CC([N+](=O)[O-])=C(N2CCNCC2)N1C do in these assays?
CHRM5 PAM: -6.9; CHRM4 agonist: 0.5; TAAR1 agonist: 2.8; M1 antag: -10.8; M5 ag: -2.2; CHRM4 antagonist: 2.5; M1 PAM: 12.6; CHRM1 agonist: -2.5; M5 antag: 5.8

What do the screens show for `CC(=O)N1CCN(C(=S)NC(=O)c2c(-c3ccccc3Cl)noc2C)CC1`?
CHRM5 PAM: 3.0; CHRM4 agonist: 0.6; TAAR1 agonist: 0.5; M1 antag: 8.7; M5 ag: 6.1; CHRM4 antagonist: 2.5; M1 PAM: -0.4; CHRM1 agonist: -2.3; M5 antag: 5.7

How did COc1cc(Cl)ccc1OCc1cc(C(=O)N(C)CCc2cnn(C)c2)no1 do in these assays?
CHRM5 PAM: 0.5; CHRM4 agonist: 3.1; TAAR1 agonist: 0.7; M1 antag: 3.5; M5 ag: 0.6; CHRM4 antagonist: -2.4; M1 PAM: 0.6; CHRM1 agonist: -2.3; M5 antag: 5.1

Screening results from PubChem.

Only part of the results is shown (hit frequency here may not be typical).
